Source: PubChem BioAssay (National Center for Advancing Translational Sciences (NCATS))
GCN5L2 inh: qHTS Assay for Inhibitors of GCN5L2; 0.21% of 390,000 active; Potency, µM (highest dose often 58.9 µM), without a hit: at the highest dose activity change, negative = inhibition, hits mostly inhibitors; GCN5L2 HAT assay, ThioGlo1 CoA-SH fluorescence
Target sequence (Q92830 whole entry, looked up): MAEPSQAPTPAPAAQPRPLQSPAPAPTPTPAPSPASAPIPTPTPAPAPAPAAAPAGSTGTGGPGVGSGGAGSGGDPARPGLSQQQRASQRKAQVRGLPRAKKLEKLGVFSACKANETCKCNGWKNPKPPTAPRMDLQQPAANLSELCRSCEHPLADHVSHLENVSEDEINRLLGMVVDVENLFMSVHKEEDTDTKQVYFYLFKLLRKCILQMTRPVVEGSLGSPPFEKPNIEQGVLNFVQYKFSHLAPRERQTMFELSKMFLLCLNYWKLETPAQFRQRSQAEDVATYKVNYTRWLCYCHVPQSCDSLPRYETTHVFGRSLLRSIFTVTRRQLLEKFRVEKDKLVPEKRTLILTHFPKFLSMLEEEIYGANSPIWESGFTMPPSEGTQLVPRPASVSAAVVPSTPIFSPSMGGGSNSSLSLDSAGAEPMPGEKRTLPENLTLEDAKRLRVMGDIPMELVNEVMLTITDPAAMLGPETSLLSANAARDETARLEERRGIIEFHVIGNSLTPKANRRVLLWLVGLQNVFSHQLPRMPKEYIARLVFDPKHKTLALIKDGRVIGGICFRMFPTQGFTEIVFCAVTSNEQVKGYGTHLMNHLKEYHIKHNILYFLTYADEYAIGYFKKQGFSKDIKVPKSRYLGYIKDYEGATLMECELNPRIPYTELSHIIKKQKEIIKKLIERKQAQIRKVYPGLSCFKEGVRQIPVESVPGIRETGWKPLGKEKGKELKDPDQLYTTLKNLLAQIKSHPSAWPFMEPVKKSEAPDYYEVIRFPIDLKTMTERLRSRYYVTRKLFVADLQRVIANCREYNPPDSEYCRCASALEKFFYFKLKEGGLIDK
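Titration-based screen in which CoA formation is detected via maleimide probe ThioGlo1 (50uM) turning fluorescent on thiol reaction; substrates H3(1-25) 75uM and acetyl-CoA 70uM, GCN5L2 20nM, 20 min incubation at room temperature.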
FEN1 inh: qHTS Assay for the Inhibitors of Human Flap endonuclease 1 (FEN1) | P39748 | Recombinant FEN1 flap cleavage, fluorescence, 15 min | Potency, µM (titrated, usually from 114 µM), for the others: at the highest dose activity change, negative = inhibition, usual class: inhibitors | 0.35% of 390,000 active | AID 588795, 2011; also: nearly all actives have a fitted effect of over 65% in size
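Concentration–response screening of FEN1 (10 nM): 15 min compound preincubation at room temperature, reaction started with 50 nM substrate and read at 0 and 15 min. Corrected, normalized data were fitted by a four-parameter Hill equation.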
N370S GC mod: qHTS Assay for Inhibitors and Activators of N370S glucocerebrosidase as a Potential Chaperone Treatment of Gaucher Disease; Lysosomal acid glucosylceramidase (Homo sapiens), P04062; N370S GC spleen homogenate, 4MU-glucoside fluorescence; Potency, µM (series often up to 59.4 µM), inactives show at the highest dose activity change, negative = inhibition, usual class: inhibitors; 0.092% of 330,000 active;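 also: 0% = full enzyme activity and -100% = no enzyme basal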
* marks the source's active call; other numbers are inactive results; ? = inconclusive; nt = not tested or not shown; & = joins results of further samples; [ ] = dose if it differs, or a comment. Calls follow the shape of the dose curve; as a rule, active = well fitted curve in the direction sought with a large enough effect; inconclusive = small, poorly fitted or top-dose-only effect, or another doubt; inactive = no such curve, though single readings can be large; an effect the other way counts as inactive or inconclusive. Unless noted, % is scaled to controls: 0 for no effect and ±100 for the full control effect; potency is read from the fitted curve at half-maximal effect.

SMILES | GCN5L2 inh | FEN1 inh | N370S GC mod
CC(=O)NC(CCS(C)(=O)=O)C(=O)Nc1cccc(Cl)c1Cl (stereo unspecified) | -8% | -17% | 18%
Fc1ccccc1N1CCN(C2CCN(Cc3c[nH]c4ccccc34)CC2)CC1 | -1% | 5% | 0%
COc1ccc(-c2cc(C(F)(F)F)c(C#N)c(SCC(=O)O)n2)cc1OC | -12% | nt | -6%
CCOC(=O)c1cc(-c2ccccc2C)nn1Cc1cc(C)no1 | -6% | 0% | -17%
Cc1sc2ncnc(OCC(=O)N3CCN(S(=O)(=O)c4ccccc4)CC3)c2c1C | 0% | 0% | 3%
CSc1ccccc1OCc1cc(C(=O)N(C)Cc2ccc3nsnc3c2)no1 | -4% | -18% | 10%
COc1ccc(S(=O)(=O)N2CCCN(C)CC2)cc1 | -5% | -2% | -10%
CCCCc1nn2c(=O)cc(COC(=O)c3ccc(NC(=O)c4ccccc4C)cc3)nc2s1 | 1% | -3% | nt
O=c1c2cc(Cl)ccc2[nH]c(=S)n1Cc1ccccn1 | -2% | 11% | 7%
CN(C)S(=O)(=O)c1ccc(-c2csc(-c3cccnc3)n2)cc1 | -15% | -1% | 2%
O=C(CC1CS(=O)(=O)CC1CC(=O)Oc1ccccc1F)Oc1ccccc1F (stereo unspecified) | 2% | -18% | -2%
CC(O)c1nc2ccccc2n1C/C=C/c1ccccc1 (stereo unspecified) | 1% | -13% | 1%
Cc1ccc(C(=O)CSc2nc(C)cc(=O)[nH]2)cc1 | -12% | -2% | 6%
COC(=O)c1cccc(C23CC4(C2)[C@H](CN(Cc2cccnc2)[C@@H]4c2ccccc2)C3c2ccc(Cl)nc2)c1 (stereo partly specified) | -8% | -22% | -16%&-1%
CC(=NCCc1ccccc1)C1=C(O)C(c2ccccc2)OC1=O (stereo unspecified) | -7% | 14% | 9%
O=C(NCC1CCN(Cc2ccccc2F)CC1)Nc1ccc(F)c(Cl)c1 | 0% | -15% | nt
Cc1ccc(C)c(NC(=O)c2cnc(N3CCCC3)nc2C)c1 | 13% | 0% | nt
O=c1[nH]ncc2c3ccccc3n(Cc3cccc(Cl)c3)c12 | -2% | 13% | 4%
CN(CCC#N)C(=O)COC(=O)/C=C/c1cccs1 | 1% | 18% | -2%
O=C(O)c1cccc(Nc2ncnc3ccccc23)c1 | -12% | 6% | 20%
CCC(C(=O)Nc1cccnc1)c1ccccc1 (stereo unspecified) | 31%[activator] | 31% | -8%
CCn1ncc(/C=C/C(=O)NCc2cn(C)nc2C)c1C | -15% | -15% | 4%
Cc1cccc(OCC(=O)NCCc2nc3ccccc3[nH]2)c1C | -3% | -1% | nt
CCCCC[C@H]1CN(Cc2ccccc2)C(=O)[C@@H]1CC(=O)NCc1ccc(OC)cc1 | -21% | 1%&-4% | -8%
O=S(=O)(NCCc1csc(-c2cccnc2)n1)c1cc(F)ccc1F | -1% | 31% | -8%
O=[N+]([O-])c1cccc(-c2ccc(CN3CCCCC3)o2)c1 | 0% | 1% | -2%
CCOCC(=O)N1CCC(Cc2ccccc2)CC1 | 0% | 0% | 0%
COC(=O)C1CCN(C(=O)COC(=O)c2oc3ccc(OC)cc3c2C)CC1 | -4% | 1% | 1%
COc1ccc(-n2nc3ccc(NC(=O)c4ccc(C#N)cc4F)cc3n2)cc1Cl | -3% | -3% | nt
O=C(Nc1ccc(C(F)(F)F)cc1)c1ccccc1Br | -3% | -1% | -5%
CCN(C(=O)COC(=O)c1ccc(SC)cc1OC)C1CCS(=O)(=O)C1 (stereo unspecified) | -9% | 17% | nt
Cc1ccc(S(=O)(=O)N2CCN(C(=O)COC(=O)/C=C/c3ccccc3)CC2)c(C)c1 | -1% | -1% | nt
COc1ccc(C2C(C(=O)c3ccc(C)o3)=C(O)C(=O)N2Cc2cccnc2)cc1 (stereo unspecified) | -3% | -3% | -6%
C/C(=N\N=C\c1cccc(F)c1)c1nnn(-c2nonc2N)c1C | 0% | 5% | -3%
Cc1cnc(C(=O)OCC(=O)Nc2c(Cl)cc(Cl)cc2Cl)cn1 | -1% | -2% | nt
CC1CCCN(S(=O)(=O)c2cccc(-c3cn4cccnc4n3)c2)C1 (stereo unspecified) | 14% | 4% | 1%

Shown field by field: 2 of the compounds above.
molecule: COc1ccc(C2C(C(=O)c3ccc(C)o3)=C(O)C(=O)N2Cc2cccnc2)cc1 (stereo unspecified)
  GCN5L2 inh: -3%; FEN1 inh: -3%; N370S GC mod: -6%
molecule: C/C(=N\N=C\c1cccc(F)c1)c1nnn(-c2nonc2N)c1C
  GCN5L2 inh: 0%; FEN1 inh: 5%; N370S GC mod: -3%

Next entries.
SMILES | GCN5L2 inh | FEN1 inh | N370S GC mod
OCCN1CN=C(Nc2nc3ccccc3s2)NC1 | 0% | 4% | 2%
Cc1ccc(/C=C/C(=O)N2CCN(S(=O)(=O)c3ccc(C)c(C)c3)CC2)o1 | -16% | 6% | 3%
CC(C)CNC(=S)Nc1ccccc1F | 0% | 38%[activator] | 1%
Cc1cccc(C)c1NC(=O)CNC(=O)c1ccc2nc[nH]c2c1 | -1% | -5% | 0%
COc1ccc(CCNc2c(C=O)c(=O)[nH]c3ccccc23)cc1OC | -2% | 0% | -6%
COc1ccc(NS(=O)(=O)c2cc(NC(=O)C3CC3)ccc2N2CCCCC2)cc1 | -2% | -14% | ?
COc1ccc([C@@H](OC)[C@@]2(Cc3ccc(O)cc3)N=C(N)N(C)C2=O)cc1 | -2% | 21% | nt
CON(C)c1nc(OCCNC(=O)COc2ccc(Cl)cc2C)nc(N(C)C)n1 | 1% | -4% | 1%
COc1ccc([C@@H]2CC=C(C(=O)O)[C@H](c3cccc(Cl)c3)N2S(=O)(=O)c2ccccc2C)cc1 | -9% | 8% | -1%
O=C(CN1C(=O)COc2ccc(S(=O)(=O)N3CCOCC3)cc21)N1CCN(c2ccc(Cl)cc2)CC1 | -1% | 3% | nt
Cc1ccc(-n2cnc3cc(C(=O)NCCC4=CCCCC4)ccc32)c(C)c1 | -11% | 2% | nt
Cc1ccc(C(=O)N/N=C/C=C/c2ccccc2)cc1 | -5% | -4% | 0%
O[C@@H]1CCN2Cc3ccccc3N=C12 | ? | nt | 7%
O=C(Cn1c(=O)c2cccn2c2ccc(F)cc21)N1CCN(c2ccc(F)cc2)CC1 | -23%&-2% | -14%&1% | 2%
O=C(Cn1cc2c(n1)CCCC2)N1CCOCC1 | -18% | 2% | 4%
Cc1cc(C)nc(SCc2cn3ccccc3n2)n1 | -2% | -2% | -2%
CCOC(=O)C1CCCN(C(=O)CCc2nnc(-c3ccc(C(C)=O)s3)o2)C1 (stereo unspecified) | -5% | 12% | -2%
CC(Oc1cccc([N+](=O)[O-])c1)C(=O)NCCC1=CCCCC1 (stereo unspecified) | 3% | 13% | nt
O=C1c2ccccc2C(=O)N1CCCCSc1nnc2ccccn12 | 0% | -6% | 8%
COC(=O)c1sccc1NC(=O)CC1C(=O)NCCN1C(=O)Nc1ccc(F)cc1F (stereo unspecified) | -1% | 0% | -4%
CC(C)c1ccc(-n2nc3ccc(N)cc3n2)cc1 | -5% | -14% | 6%
Cn1c(SCC(=O)NC2CC2)nnc1C1CC1 | ? | 4% | 3%
CCCOC(=O)COC(=O)c1ccccc1NC(=O)c1ccccc1 | -2% | 4% | -1%
O=S(=O)(Nc1ncnc2c1oc1ccccc12)c1ccc(Cl)s1 | 3% | 0% | -2%
Cn1c(C(=O)OC(C(=O)NC2CCCCC2)c2cccnc2)cc2sccc21 (stereo unspecified) | 0% | -2% | 7%
O=c1c2c3c(sc2nnn1CCCCOc1ccc(Cl)cc1)CCCC3 | -7% | 0% | nt
CC(C)c1ccc(NC(=O)CSc2nc(=O)n(Cc3cccnc3)c3c2CCC3)cc1 | -9% | 11% | nt
Cc1cc(N2C(=O)C(=O)/C(=C(/O)c3ccc(F)cc3)C2c2cccc(Br)c2)no1 (stereo unspecified) | -9% | 9% | -10%
COc1ccc(F)cc1S(=O)(=O)NCCN1CCOCC1 | 0% | 8% | 1%
O=C(O)c1cc(S(=O)(=O)NC(CO)C(O)c2ccc([N+](=O)[O-])cc2)ccc1Br (stereo unspecified) | 1% | 0% | ?
CC(C)C(=O)Nc1cccc(NC(=S)NC(=O)c2ccccc2Cl)c1 | ? | 11% | -9%
COC(=O)c1ccccc1CSc1nsc(C)c1C#N | -1% | -14% | -16%
CCOc1ccc(N2CC(C(=O)Nc3ccccn3)CC2=O)cc1 (stereo unspecified) | -1% | 7% | -1%
Cc1ccc(C)c(CN2CCC(CNC(=O)Nc3cccc(Cl)c3C)CC2)c1 | -6% | -3% | -26%
Cc1c(C)c2ccc(OCC(=O)N3CC[C@@]4(O)CCCC[C@H]4C3)c(C)c2oc1=O | -4% | -13% | 0%
CCC(Sc1nc2ccccc2c2nc(CCc3c(C)n[nH]c3C)nn12)C(=O)Nc1ccc(OC)cc1 (stereo unspecified) | -9% | -23% | nt

An excerpt from above in order of their number in N370S GC mod, lowest first:
canonical_smiles,N370S GC mod
O=S(=O)(NCCc1csc(-c2cccnc2)n1)c1cc(F)ccc1F,-8%
COc1ccc(CCNc2c(C=O)c(=O)[nH]c3ccccc23)cc1OC,-6%
O=C(Cn1c(=O)c2cccn2c2ccc(F)cc21)N1CCN(c2ccc(F)cc2)CC1,2%
O=c1c2cc(Cl)ccc2[nH]c(=S)n1Cc1ccccn1,7%

Returning to the listing with the 7 entries that preceded the break.
SMILES | GCN5L2 inh | FEN1 inh | N370S GC mod
O=C(O)c1cc(S(=O)(=O)NC(CO)C(O)c2ccc([N+](=O)[O-])cc2)ccc1Br (stereo unspecified) | 1% | 0% | ?
CC(C)C(=O)Nc1cccc(NC(=S)NC(=O)c2ccccc2Cl)c1 | ? | 11% | -9%
COC(=O)c1ccccc1CSc1nsc(C)c1C#N | -1% | -14% | -16%
CCOc1ccc(N2CC(C(=O)Nc3ccccn3)CC2=O)cc1 (stereo unspecified) | -1% | 7% | -1%
Cc1ccc(C)c(CN2CCC(CNC(=O)Nc3cccc(Cl)c3C)CC2)c1 | -6% | -3% | -26%
Cc1c(C)c2ccc(OCC(=O)N3CC[C@@]4(O)CCCC[C@H]4C3)c(C)c2oc1=O | -4% | -13% | 0%
CCC(Sc1nc2ccccc2c2nc(CCc3c(C)n[nH]c3C)nn12)C(=O)Nc1ccc(OC)cc1 (stereo unspecified) | -9% | -23% | nt
CC/C=C/[C@@H](c1ccccc1)[C@H](C)C(O)CC(=O)SC(C)(C)C (stereo partly specified) | nt | -17% | 10%
COc1ccc(NC(=O)CN2C(=O)COc3ccc(S(=O)(=O)N4CCOCC4)cc32)c(OC)c1 | -1% | 8% | 1%
Cn1cncc1C#Cc1c(C=O)n(C)c2ccccc12 | -5% | ? | nt
C/C=C/c1ccc(OCC(=O)OCC2=C(C(=O)OCC)C(C)NC(=O)N2)c(OC)c1 (stereo unspecified) | 0% | -4% | -2%
COc1ccc(CC(=O)N2CCOCC2)cc1 | -4% | -2% | 0%
NC(=O)CC(NC(=O)Cc1ccc(Br)cc1)c1ccc(N2CCN(c3ccccc3)CC2)c([N+](=O)[O-])c1 (stereo unspecified) | -8% | -2% | 7%
O=C(c1ccco1)c1cc2c(ccc3ccccc32)oc1=O | -6% | -10% | 14%
Cc1ccc(-n2nnnc2-c2ccccc2)cc1 | -8% | 8% | 8%
CCC(C(=O)NCCc1ccc(OC)c(OC)c1)n1nc(C)n2c(cc3occc32)c1=O (stereo unspecified) | -6% | 18% | 3%
COC(=O)c1ccc2nc(C(F)(F)F)[nH]c2c1 | 2% | -7% | -24%
CCC(Cc1ccccc1)NC(=O)Cn1ncc2c3ccccc3n(Cc3ccccc3)c2c1=O (stereo unspecified) | -9% | 15% | nt
COc1ccc(C(=O)NC(=S)N2CCN(c3ccccc3OC)CC2)cc1OC | -10% | -4% | -1%

As entered above.
C/C=C/c1ccc(OCC(=O)OCC2=C(C(=O)OCC)C(C)NC(=O)N2)c(OC)c1 (stereo unspecified) in FEN1 inh → -4%
COc1ccc(CC(=O)N2CCOCC2)cc1 in N370S GC mod → 0%
CCC(C(=O)NCCc1ccc(OC)c(OC)c1)n1nc(C)n2c(cc3occc32)c1=O (stereo unspecified) in GCN5L2 inh → -6%

Other entries:
SMILES | GCN5L2 inh | FEN1 inh | N370S GC mod
CCCc1cc(=O)oc2cc(C)cc(OCC(=O)NC3CCN(Cc4ccccc4)CC3)c12 | -7% | 15% | -5%
O=C(NNC(=O)c1ccc(Cl)c(S(=O)(=O)Nc2ccc(Cl)cc2)c1)c1ccc(=O)[nH]c1 | -4% | -5% | -2%
COCCNC(=O)CCN1N=C(c2ccccc2)CCC1=O | -6% | -4% | 3%
COc1cc(OC)c(NC(=O)c2nc(-c3ccncc3)no2)cc1Cl | -10% | -2% | nt
COS(C)(=O)=O | -9% | nt | -7%&-1%

These rows are one share of the data; count on the stated rates, not on these rows.
